RGS4 act – RGS4 potentiation or activation; HEK293 M3R/inducible RGS4, carbachol calcium flux Fluo4; stronger effect = lower value; actives 0.92% (n = 310,000); B-score at 10 µM;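 active = B-score of the integrated calcium signal more than 4 SD below the library mean, with starting fluorescence not abnormally high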;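 also: negative B-score means reduced calcium response which marks RGS4 activation or potentiation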
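Material: M3R-expressing HEK293 line, RGS4 induced by doxycycline | Schedule: Overnight RGS4 induction, 30 min dye load 37 °C, 20 min compound RT | Measured by: Fluo4 fluorescence kinetic imaging of calcium | Read-out: Integrated calcium ratio converted to B score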
hERG rescue – shields human hERG channel from block by proarrhythmic agents | Q12809 | CHO-hERG, FluxOR thallium flux, dofetilide IC70 present | activation (rescue from dofetilide block), less the hit threshold, % at 10 µM | actives 0.51% (n = 310,000) | AID 1511;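 active = activation above the mean of controls blocked by dofetilide plus 5 SD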;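 also: thallium influx through hERG after potassium depolarization seen as dye fluorescence rise; in these data hits start at about 4.7%; inactives centre near -7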
KCNK9 inh – inhibitors of human KCNK9 two-pore domain potassium channel; Q9NPC2; HEK293 KCNK9, FluxOR thallium flux fluorescence; stronger effect = lower value; B-score at 10 µM; actives 1.2% (n = 310,000); AID 488922;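 active = ratio B-score over 3 SD below the library mean, with starting fluorescence within 5 SD of its mean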;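 also: negative B-score means less thallium flux so channel inhibition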
Target sequence (Q9NPC2 whole entry, looked up, the tested form may be a part): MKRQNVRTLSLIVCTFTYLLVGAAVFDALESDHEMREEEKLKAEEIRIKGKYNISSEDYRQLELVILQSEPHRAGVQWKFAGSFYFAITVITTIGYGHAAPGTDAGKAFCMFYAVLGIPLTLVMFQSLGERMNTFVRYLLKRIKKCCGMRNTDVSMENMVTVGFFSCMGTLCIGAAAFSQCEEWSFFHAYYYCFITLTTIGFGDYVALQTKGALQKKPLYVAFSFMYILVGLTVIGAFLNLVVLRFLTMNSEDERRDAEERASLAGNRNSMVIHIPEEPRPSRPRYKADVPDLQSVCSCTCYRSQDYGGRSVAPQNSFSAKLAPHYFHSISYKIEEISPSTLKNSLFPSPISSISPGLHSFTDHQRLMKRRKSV
KCNQ1 inh – inhibitors of human KCNQ1 potassium channel; P51787; AID 2642; B-score at 10 µM; CHO-K1 KCNQ1, FluxOR thallium flux fluorescence; stronger effect = higher value; actives 1.3% (n = 310,000);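 active = compounds whose thallium flux B-score, printed positive for inhibition, exceeds three library SD while starting fluorescence stays within three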;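 also: channel opened by potassium depolarization with thallium stimulus after 20 min compound exposure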
HDAC3 inh – blocks human histone deacetylase 3; O15379; actives 0.15% (n = 320,000); AID 2718; inhibition, % at 8.3 µM; recombinant HDAC3, fluorogenic peptide/trypsin coupled, fluorescence; in the data active = inhibition above about 26%, passing the limit was not always enough
Target sequence (O15379 whole entry, looked up): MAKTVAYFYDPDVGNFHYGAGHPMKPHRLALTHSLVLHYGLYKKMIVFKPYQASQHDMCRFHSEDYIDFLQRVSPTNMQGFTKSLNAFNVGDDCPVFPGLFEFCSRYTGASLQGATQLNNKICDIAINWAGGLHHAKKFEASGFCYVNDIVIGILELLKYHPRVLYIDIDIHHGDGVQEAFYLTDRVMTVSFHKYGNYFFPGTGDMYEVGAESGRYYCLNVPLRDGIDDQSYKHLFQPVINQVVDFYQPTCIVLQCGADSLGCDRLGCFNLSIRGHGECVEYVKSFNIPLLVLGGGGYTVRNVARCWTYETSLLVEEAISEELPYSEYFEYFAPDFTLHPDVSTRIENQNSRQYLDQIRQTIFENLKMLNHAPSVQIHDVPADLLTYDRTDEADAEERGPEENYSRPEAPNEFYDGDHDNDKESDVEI
Dyrk1A ADPGlo – blocks rat Dyrk1A kinase activity; actives 0.43% (n = 310,000); ADP-Glo luminescence, NFATc1 peptide; Q63470; inhibition, % at 12.5 µM; in the data active = inhibition above about 50%;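 also: plate controls were vehicle with enzyme for no effect and no enzyme for full effect; many of its hits are not listed in these tables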
KCNK3 block – human KCNK3 channel inhibition, primary screen; B-score at 10 µM; CHO-KCNK3 thallium flux, FluxOR fluorescence; stronger effect = lower value; actives 0.84% (n = 340,000); AID 602410;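 active = B-score under library mean minus 4 SD, starting fluorescence ratio at most library mean plus 5 SD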;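 also: more negative B-score means stronger inhibition of thallium flux through KCNK3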
GSK3beta inhib – human GSK3beta kinase inhibition | actives 0.038% (n = 300,000) | GST-GSK3beta kinase, ADP-Glo luminescence, 60 min; stronger effect = lower value | activity score (negative = inhibition), % at 10 µM | AID 2097 | P49841;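 active = more than half of replicate wells score below -50%, meaning over 50% inhibition versus plate controls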;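 also: 0% = median DMSO wells and -100% = median GW8510 positive control wells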
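Test system: GST-tagged human GSK3beta kinase, cell-free; evaluation: activity score scaled between in-plate DMSO and GW8510 controls; measured by: ADP-Glo luminescence; incubation: 60 min reaction, RT; benchmarks: DMSO and 20 µM GW8510; reagent: peptide substrate plus 25 µM ATP (final); medium: Tris/MgCl2 kinase buffer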
KCNQ1 pot – human KCNQ1 channel potentiation or activation; P51787; CHO-K1 KCNQ1, thallium flux FluxOR fluorescence; stronger effect = higher value; B-score at 10 µM; actives 0.35% (n = 310,000);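 active = fluorescence ratio B-score, a plate-corrected score, at least three library SD, with initial intensity B-score within 5 SD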
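Assay system: stable KCNQ1 CHO-K1 line; medium: assay buffer, equal DMSO in all wells; timing: 90 min dye loading and 20 min compound exposure, both at room temperature; technique: kinetic FluxOR thallium fluorescence, 10-s 1-Hz baseline, 110-s post-stimulus read; read-out basis: B score of baseline-normalized fluorescence ratio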
GSK3 alpha inh – human GSK-3 alpha kinase inhibition. inhibition, % at 10 µM. actives 0.1% (n = 320,000). AID 2650. P49840. ADP-Glo luminescence, 60 min;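 in the data active = inhibition above about 50%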;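 also: GST-tagged GSK-3 alpha with peptide substrate and 25 µM ATP; 0% = DMSO neutral wells and 100% = GW8510 positive control wells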
PolyA inh – inhibitors of polyadenylation in S. cerevisiae; S. cerevisiae SKY197-pL101 polyadenylation reporter, beta-gal luminescence; efflux-impaired pdr1/pdr3 knockout yeast; score 100 = 6 SD above DMSO; calls only at 12 µM; actives 0.02% (n = 300,000); AID 1875;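 active = lowest replicate activity score at least 50, where 100 means six control SD above control mean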;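 also: yeast exposed to compound for 9 h at 30 °C; higher score means more reporter readthrough which indicates perturbed polyadenylation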
The depositor's hits bear a star; i = inactive; . = not tested or not shown. Not all compounds are listed. The share of hits here may be higher or lower than overall.

SMILES	RGS4 act	hERG rescue	KCNK9 inh	KCNQ1 inh	HDAC3 inh	Dyrk1A ADPGlo	KCNK3 block	GSK3beta inhib	KCNQ1 pot	GSK3 alpha inh	PolyA inh
COc1ccc(CNC(=O)CCCn2nc(C)c([N+](=O)[O-])c2C)cc1OC	i	-13	i	i	2	1	i	-8	i	0	i
COc1ccc(-c2noc(-c3ccccc3C(=O)Nc3cccnc3)n2)cc1OC	i	-13	i	i	-5	-1	i	-1	i	0	i
CCNc1nc(-c2cc3ccccc3o2)cs1	i	-7	i	i	-2	0	i	-1	i	.	i
Cc1cc(=O)oc2cc(NC(=O)C3CCCC3)ccc12	i	-15	i	i	5	.	i	0	i	-12	i
COc1ccc(C)cc1NC(=O)c1cc2ccccc2cc1OCC(=O)NCc1ccco1	i	0	i	i	-14	-6	-14*	0	i	-4	i
Cc1ccc2[nH]c(CNC(=O)c3ccccc3F)cc2c1	i	-8	i	i	6	-1	i	-2	i	-1	i
COc1cccc(Nc2nnc(SCC(=O)N3CC(=O)Nc4ccccc43)s2)c1	i	-19	i	i	1	-8	i	1	i	-1	i
CN(CC(=O)Nc1cccnc1)S(=O)(=O)c1ccc(Br)cc1	i	-7	i	i	2	-2	i	1	i	0	i
Cc1nn(C)c(C)c1CN(Cc1nc(-c2ccc(F)cc2F)oc1C)C1CC1	i	-10	i	i	0	.	i	1	i	-6	i
CCCC(=O)Nc1cccc(-c2nc3ccccc3o2)c1	i	-5	i	i	-7	2	i	-2	i	-2	i
C/C(=N\OCC(=O)Nc1cc(C)cc(C)c1)c1ccc2c(c1)OCCO2	i	-6	i	i	-1	5	i	2	i	-2	i
N#CC1=C(N)Oc2n[nH]c(-c3ccccn3)c2C1c1c(F)cccc1Cl (centres undefined)	i	-9	i	i	-2	3	i	2	i	4	i
Cc1cc(C(=O)Nc2nnc(-c3ccccc3)s2)no1	i	-2	i	i	2	0	i	1	i	-1	i
COC(=O)C1=C(C)NC(C)=C(C(=O)OC)C1c1ccc(-c2cc(Cl)ccc2Cl)o1	i	-5	-9.5*	i	8	-2	-9.7*	9	i	4	i
O=[N+]([O-])c1ccc(C[n+]2ccccc2)cc1	i	-9	i	i	-1	14	i	2	i	6	i
CC1C(=O)N2CCCc3cc(NC(=O)c4ccccc4C(F)(F)F)cc1c32 (centres undefined)	i	-10	i	i	-2	-4	i	4	i	-6	i
CCOC(=O)CN1N=C(/C=C/c2ccc(OCC)cc2)CCC1=O	i	-8	i	i	8	-1	i	0	i	-3	i
O=C(NCC(c1cccs1)N1CCOCC1)c1cn(-c2ccccc2)nc1-c1ccc(Cl)cc1 (centres undefined)	i	-7	i	i	-6	-1	i	2	i	-1	i
CC(=O)C1=C(O)C(=O)N(c2cc(C(C)(C)C)on2)C1c1ccc(C(C)C)cc1 (centres undefined)	i	-15	i	i	-6	-4	i	0	i	12	i
COc1ccc(C2=NS(=O)(=O)N(C)C(C(=O)N3CCCCC3)=C2)cc1OC	i	-10	i	i	-3	8	i	0	i	-1	i
Cc1cccc(NC(=O)C2CC(O)CN2C(=O)OCc2ccccc2)c1 (centres undefined)	i	-3	i	i	13	-5	i	-2	i	-1	i
CSc1nc2nc3c(cc2c(=O)n1-c1ccc(C)cc1)COC(C)(C)C3	i	-11	i	i	-3	6	i	-1	i	3	i
C=CCN(CC=C)CCCOc1ccc(Br)cc1Cl	i	-29	i	i	3	-1	i	-2	i	0	i
CCCSc1nc2c(c(=O)n(C)c(=O)n2C)n1Cc1ccc(C)cc1	i	-6	i	i	0	4	i	4	i	0	i
O=C(COC(=O)c1ccc(O)cc1O)c1ccc(Cl)cc1	i	-16	i	i	1	5	i	-2	i	0	i
COc1ccc(CNC(=O)C2CCCN(Cc3nc(-c4cccc(C)c4)oc3C)C2)cc1 (centres undefined)	i	-17	i	i	-7	2	i	0	i	-2	i
CCc1ccc(-c2nc(CS(=O)CC(=O)NCc3ccccc3)c(C)o2)cc1 (centres undefined)	i	-7	i	i	-2	2	i	1	i	0	i
Cc1ccc(CS(=O)(=O)CCC(=O)NC2CC2)cc1	i	-10	i	i	1	2	i	2	i	.	i
C/C(N)=C(/C#N)C(=O)CN1CCCCC1	i	-3	i	i	0	5	i	0	i	-1	i
O=C(CCCOc1ccccc1)N1CCN(C(=O)c2ccco2)CC1	i	-12	i	i	2	4	i	-1	i	-2	i
COc1ccc(CCNC(=O)/C=C/c2ccc3ccccc3n2)cc1OC	i	-5	i	i	-2	2	i	-1	i	-1	i
O=C1Nc2ccccc2C(O)(C(=O)NCc2ccc3c(c2)OCO3)N1c1ccc(Cl)c(Cl)c1 (centres undefined)	i	0	i	i	9	-4	i	-4	i	-1	i
Cc1ccccc1C(=O)OC1OC(=O)C(Cl)=C1N1CCOCC1 (centres undefined)	i	-7	i	i	1	11	i	2	i	0	i
CC(C)n1cc(/C=N/Nc2ccc(Cl)c(C(=O)O)c2)c2ccccc21	i	-10	i	i	8	7	i	-1	i	-3	i
CCCCOc1ccc(NC(=O)Nc2nnc(C)s2)cc1	i	-1	i	i	10	7	i	1	i	-2	i
O=C(Cn1nc(-c2cccc([N+](=O)[O-])c2)c2ccccc2c1=O)Nc1cccnc1	i	-14	i	i	9	-5	i	-2	i	5	i
COc1ccc(S(=O)(=O)N2CCC(O)(c3ccc(Cl)cc3)CC2)cc1	i	-3	i	i	.	-8	i	1	i	1	i
CNC(=O)c1cnn(-c2nc(-c3ccc(OC)cc3)cs2)c1C(F)(F)F	i	-2	i	i	9	1	i	0	i	-3	i
CC(C)c1ccc(/C=C/c2ccc(=O)n(C)n2)cc1	i	-7	i	i	7	-1	i	0	i	-5	i
CC(=O)N(C(C)=O)c1nc(-c2ccccc2)cn1/N=C/c1cccc([N+](=O)[O-])c1	i	-7	i	i	0	.	i	-2	i	0	i
O=C(CNCc1ccco1)Nc1ccc(N2CCCCCC2)cc1	i	-18	i	i	-9	.	i	2	i	0	i
CC1(C)CC(=O)C(C(C2=C(O)CC(C)(C)CC2=O)c2cccs2)C(=O)C1 (centres undefined)	i	-8	i	i	.	-2	i	0	i	.	i
C/C(=N\O)c1ccc(N2C(=O)C3CC=C(Cl)CC3C2=O)cc1 (centres undefined)	i	-1	i	i	-6	6	i	-2	i	-4	i
O=C1Nc2ccccc2C12OCCO2	i	-10	i	i	-1	4	i	-1	i	-1	i
CCc1cc(C(=O)OC)c(NC(=O)CCCC(=O)O)s1	i	-1	i	i	-6	-31	i	1	i	-1	i
COc1ccc2nc(-c3ccco3)c(-c3ccco3)nc2c1	i	-12	i	i	6	13	i	0	i	9	i
CC(CCc1ccccc1)NC(=O)COC(=O)c1cccc2ccccc12 (centres undefined)	i	2	i	i	3	2	i	2	i	0	i
CCCCCCNC(=O)C(C#N)c1nc2ccccc2nc1N1CCCC1 (centres undefined)	i	-8	i	9*	0	-2	i	1	i	.	i

Brought forward from above: four entries; new compounds follow.
SMILES	RGS4 act	hERG rescue	KCNK9 inh	KCNQ1 inh	HDAC3 inh	Dyrk1A ADPGlo	KCNK3 block	GSK3beta inhib	KCNQ1 pot	GSK3 alpha inh	PolyA inh
CCc1cc(C(=O)OC)c(NC(=O)CCCC(=O)O)s1	i	-1	i	i	-6	-31	i	1	i	-1	i
COc1ccc2nc(-c3ccco3)c(-c3ccco3)nc2c1	i	-12	i	i	6	13	i	0	i	9	i
CC(CCc1ccccc1)NC(=O)COC(=O)c1cccc2ccccc12 (centres undefined)	i	2	i	i	3	2	i	2	i	0	i
CCCCCCNC(=O)C(C#N)c1nc2ccccc2nc1N1CCCC1 (centres undefined)	i	-8	i	9*	0	-2	i	1	i	.	i
CCN(CC)c1ccc(/C=N/OCC(=O)N2CCCc3ccccc32)cc1	i	-11	i	i	3	1	i	1	i	-2	i
CC1CCC(NC(=O)c2cc3c(s2)CCCC3)CC1 (centres undefined)	i	-18	i	i	3	-7	i	1	i	-2	i
C/C(=N\N1CCN(c2ccccc2)CC1)c1ccc(O)cc1	i	-9	i	i	.	-5	i	1	i	.	i
COc1cc(CNc2ccc3[nH]c(=O)[nH]c3c2)ccc1OCc1ccc(C)cc1	i	-3	i	i	6	5	i	2	i	3	i
O=[N+]([O-])c1ccc(CSc2nnc(SCc3ccccc3)s2)cc1	-8.3*	-16	i	i	2	-3	i	2	i	-2	i
CCOC(=O)C1=NN(c2ccc(OC)cc2)C(c2ccccc2)CC1=O (centres undefined)	i	-18	i	i	3	-4	i	2	i	-2	i
COc1ccc(O)c(-c2cc(-c3cccs3)[nH]n2)c1	i	-10	i	i	13	70*	i	2	i	1	i
O=c1c2ccccc2nc2n1C(CSc1ccc(Cl)cc1)CN2 (centres undefined)	i	-3	i	i	-1	6	i	0	i	-2	i
O=C(c1ccc(COc2ccccc2[N+](=O)[O-])o1)N1CCCCC1	i	-7	i	i	2	-1	i	5	i	.	i
CCC(=O)Nc1cccc(NC(=O)c2cc3ccccc3o2)c1	i	-12	i	i	-3	26	i	3	i	-4	i
O=C(NC1CCCCC1)N1CCNCC1	i	-8	i	i	2	-1	i	1	i	1	i
c1ccc(C2C3=C(Nc4ncnn42)c2ccccc2CCC3)cc1 (centres undefined)	i	-10	i	i	2	19	i	3	i	1	i
COC(CNc1ncnc2c1cnn2C)OC	i	-6	i	i	-13	.	i	-4	i	-11	i
Nc1nc(SCC(=O)N2CCN(S(=O)(=O)c3ccc(Cl)cc3)CC2)n[nH]1	i	-5	i	i	6	-2	i	-1	i	-2	i
Cc1cc(C)c(OCC(=O)N2CCN(c3ncc(C(F)(F)F)cc3Cl)CC2)c(C)c1	i	-14	i	i	0	1	i	1	i	-2	i
CCCn1c2c(c(O)c(C(=O)NCCCN(CC)CC)c1=O)CCCC2	i	-9	i	i	-6	-3	i	-3	i	3	i
CN(C)S(=O)(=O)c1cc(NC(=O)CN2C(=O)NC3(CCCc4ccccc43)C2=O)ccc1Cl (centres undefined)	i	-12	i	i	-2	-5	i	-1	i	-1	i
O=C(Nc1ccccn1)C(NS(=O)(=O)c1cccc2nsnc12)c1ccccc1 (centres undefined)	i	-18	i	i	1	0	i	1	i	1	i

Compound activity deposited in PubChem BioAssay by several laboratories.
